Source: PubChem (National Center for Advancing Translational Sciences (NCATS))
ERG-DNA inh: inhibitors of human ERG Ets domain-DNA interaction; AID 624246; P11308; Potency, µM (series often up to 76.9 µM), for the others: at the top dose FP activity, negative = inhibition, usual class: inhibitors; actives 0.028% (n = 370,000); fluorescence polarization, His-ERG Ets domain / labelled DNA; active = well fitted inhibition curve with a large enough effect in the polarisation, with a control signal flat; inconclusive = small, poorly fitted or top-dose-only effect, or effect the other way, or a change in a side signal; inactive = no such curve, though single readings can be large or run the other way; the % refers to the polarisation;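 also: polarization taken with two DNA probes labelled with fluorescein and Texas red; potency is read from the fitted curve at half-maximal effect; % of control where 0% means no effect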
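His-tagged ERG Ets domain (1 uM in the protein solution; 300mM KCl, 50mM Tris-HCl, 1mM EDTA, 1mM DTT, pH 7.5) received compound, then a probe mix of 5 nM fluorescein-DNA and 100nM Texas-615-DNA. Fluorescence polarization was read for both dyes.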
HP1b chromo inh: HP1-beta chromodomain-methylated histone interaction inhibition. P83916. AlphaScreen HP1-beta / biotin-H3K9me3 peptide binding. Potency, µM (top dose mostly 114 µM), inactives show at the top dose activity change, negative = inhibition, usual class: inhibitors. actives 0.56% (n = 390,000); also: potency is read from the fitted curve at half-maximal effect; nearly all actives have a fitted effect of over 70% in size; inactives centre near 23
Target sequence (P83916 whole entry, looked up): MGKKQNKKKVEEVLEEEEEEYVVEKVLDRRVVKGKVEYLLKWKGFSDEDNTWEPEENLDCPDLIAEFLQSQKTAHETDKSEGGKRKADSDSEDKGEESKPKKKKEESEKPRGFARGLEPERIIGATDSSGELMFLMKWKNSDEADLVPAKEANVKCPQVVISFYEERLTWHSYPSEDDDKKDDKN
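Compound inhibition of the preformed complex between 50 nM HP1-beta and 50 nM biotinylated H3K9me3 peptide was read by AlphaScreen. Buffer was PBS pH 7.4 with 0.01% Tween-20. Incubations ran 30 min at room temperature, with 10 ug/mL donor/acceptor beads.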
BAZ2B block: inhibitors of human BAZ2B bromodomain. AlphaScreen BAZ2B-H3K14Ac peptide displacement. actives 4.4% (n = 360,000). Q9UIF8. Potency, µM (series often up to 114 µM), for inactives: top-dose activity change, negative = inhibition, hits mostly inhibitors; also: potency is read from the fitted curve at half-maximal effect; % is scaled to controls: 0 for no effect and ±100 for the full control effect; nearly all actives have a fitted effect of over 60% in size
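Complex of BAZ2B and biotin-H3K14Ac (50 nM apiece) forms over 30 min at RT, then faces library compounds up to 110 uM for another 30 min; AlphaScreen beads added, 20 min dark incubation, luminescence read.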
JMJD2A Tudor: inhibitors of human JMJD2A Tudor domain | Potency, µM (doses to about 114 µM), for the others: at the top dose activity change, negative = inhibition, actives largely listed as inhibitors | AlphaScreen JMJD2A-Tudor / H3K4me3 peptide binding | actives 4.4% (n = 390,000) | AID 504339 | O75164; also: potency is read from the fitted curve at half-maximal effect; % is scaled to controls: 0 for no effect and ±100 for the full control effect; nearly all actives have a fitted effect of over 50% in size
RGS4 inhibitor: blocks human RGS4-accelerated GTP hydrolysis. P49798. actives 0.039% (n = 390,000). AID 504845. Potency, µM (series often up to 114 µM), without a hit: top-dose activity change, negative = inhibition, actives largely listed as inhibitors. Transcreener GDP fluorescence polarization, RGS4-accelerated GTP hydrolysis; also: potency is read from the fitted curve at half-maximal effect; % is scaled to controls: 0 for no effect and ±100 for the full control effect; nearly all actives have a fitted effect of over 75% in size; some results filed as inactive show a strong effect at the top dose
Target sequence (P49798 whole entry, looked up): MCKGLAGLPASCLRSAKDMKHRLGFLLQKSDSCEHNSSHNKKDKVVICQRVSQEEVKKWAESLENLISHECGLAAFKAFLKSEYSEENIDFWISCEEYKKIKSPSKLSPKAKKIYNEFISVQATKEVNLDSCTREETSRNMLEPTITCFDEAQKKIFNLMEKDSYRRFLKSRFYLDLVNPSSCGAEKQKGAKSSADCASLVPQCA
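MLSMR compounds (23 nl, pin-transferred) preincubated 10 min at room temperature with a 500nM (2x) first reagent, then RGS4 at 900nM (2x) plus Transcreener GDP mix added; fluorescence polarization (620/688 nm) read before and after 90 min at 30 °C.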
PI4K2A block: inhibitors of human PI4K2A; activity change, negative = inhibition, % at 76.9 µM; purified PI4K2A, ADP-Glo luminescence, 1 h; stronger effect = lower value; actives 0.13% (n = 420,000); in the data active = activity change below about -50%; inconclusive = mostly about -30% to -49%;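 also: -100% = wells without enzyme as full effect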
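Compounds are screened against recombinant PI4K2A using PI as substrate and ATP, the latter dispensed at 300 microM. Reactions run one hour at ambient temperature before ADP-Glo detection; full inhibition defined by wells lacking enzyme.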
GLS inhibitor: blocks human kidney-isoform glutaminase activity; actives 0.21% (n = 410,000); O94925; Potency, µM (series often up to 45.5 µM), without a hit: at the top dose activity change, negative = inhibition, hits mostly inhibitors; AID 624170; GLS enzymatic activity, qHTS titration; also: potency is read from the fitted curve at half-maximal effect; % is scaled to controls: 0 for no effect and ±100 for the full control effect
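Glutamate formation by hKGA was monitored fluorometrically using coupled glutamate oxidase, HRP and Amplex Red. Substrate was added as 1 mM L-glutamine solution; incubation was 30 min at RT after an initial read.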
12-LOX inh: blocks human arachidonate 12S-lipoxygenase; P18054; purified 12hLO, xylenol orange hydroperoxide absorbance; Potency, µM (titrated, usually from 108 µM), without a hit: top-dose activity change, negative = inhibition, hits mostly inhibitors; actives 1.1% (n = 580,000); AID 1671190; also: potency is read from the fitted curve at half-maximal effect; % is scaled to controls: 0 for no effect and ±100 for the full control effect
Target sequence (P18054 whole entry, looked up): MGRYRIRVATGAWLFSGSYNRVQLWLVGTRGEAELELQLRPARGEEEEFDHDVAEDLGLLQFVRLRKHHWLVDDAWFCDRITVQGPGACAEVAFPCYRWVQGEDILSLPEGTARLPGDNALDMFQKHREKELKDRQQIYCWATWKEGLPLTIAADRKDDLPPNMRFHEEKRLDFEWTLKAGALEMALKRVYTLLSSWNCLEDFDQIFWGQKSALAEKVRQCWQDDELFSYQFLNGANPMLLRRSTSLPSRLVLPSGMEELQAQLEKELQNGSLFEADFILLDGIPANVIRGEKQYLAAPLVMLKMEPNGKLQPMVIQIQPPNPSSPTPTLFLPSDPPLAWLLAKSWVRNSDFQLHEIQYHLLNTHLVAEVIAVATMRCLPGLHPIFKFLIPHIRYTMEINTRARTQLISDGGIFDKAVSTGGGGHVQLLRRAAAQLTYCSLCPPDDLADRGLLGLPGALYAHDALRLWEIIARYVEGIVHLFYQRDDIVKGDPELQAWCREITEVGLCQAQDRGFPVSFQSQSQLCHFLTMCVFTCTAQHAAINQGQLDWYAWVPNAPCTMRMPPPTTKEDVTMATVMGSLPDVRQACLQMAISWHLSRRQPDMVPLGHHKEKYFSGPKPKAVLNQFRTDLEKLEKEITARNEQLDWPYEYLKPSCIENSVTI
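Purified human 12hLO at 150 nM in 25 mM Hepes, 0.01% Triton X-100, pH 7.0, preincubated 15 min at room temperature with compound. Reaction started with 40 uM arachidonic acid, 30 min at room temperature. Hydroperoxide measured by Fe-xylenol orange, 573/405 nm absorbance ratio.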
G9a inh: G9a (human) methyltransferase inhibition; Q96KQ7; G9a H3K9 monomethylation, AlphaScreen, 2 h; Potency, µM (titrated, usually from 102 µM), for the others: at the highest dose activity, negative = inhibition, hits mostly inhibitors; actives 8.8% (n = 350,000); also: potency is read from the fitted curve at half-maximal effect; % is scaled to controls: 0 for no effect and ±100 for the full control effect; nearly all actives have a fitted effect of over 75% in size
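Enzyme 20 nM + cpd, 15 min RT; add b-H3K9 pep 500 nM / SAM 20 uM; 2 h RT; anti-H3K9me1 Ab 0.5 ug/mL + SA donor / anti-rabbit acceptor beads 20 ug/mL each, 10 min; AlphaScreen read.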
Active calls of the source: *; i = inactive; ? = inconclusive; nt = no result given; & = joins results of further samples; [ ] = remark or other dose. Unless noted, calls follow the shape of the dose curve; as a rule, active = well fitted curve in the direction sought with a large enough effect; inconclusive = small, poorly fitted or top-dose-only effect, or another doubt; inactive = no such curve, though single readings can be large; an effect the other way counts as inactive or inconclusive. These rows are one share of the data; the hit share may differ from the screen's.

Each structure is followed by: ERG-DNA inh, HP1b chromo inh, BAZ2B block, JMJD2A Tudor, RGS4 inhibitor, PI4K2A block, GLS inhibitor, 12-LOX inh, G9a inh
[1] Cc1cc(/C=C2\C(=N)N3N=C(CC(=O)N4CCOCC4)SC3=NC2=O)c(C)n1Cc1ccccc1
    -8%, 30%, -16%, -22%, -2%, 4, 4%, 398%[activator], ?
[2] CS(=O)(=O)CCC(C(=O)OCC(=O)c1ccc(Cl)cc1)N1C(=O)c2ccccc2C1=O (configuration not stated)
    -9%, 10%, 5%, -23%, 15%, 4, 5%, -26%, 10%[59 µM]
[3] Cc1ccccc1NC(=O)c1cccc(S(=O)(=O)N2CCCCC2)c1
    5%, -16%, 0%, -8%, -3%, -1, 0%, -9%, -5%
[4] O=c1oc2c(CN3CCOCC3)c(O)ccc2c2c1CCCC2
    -3%, 10%, 2%, 0%, -4%, -18, 28%, 422%[activator], ?
[5] O=C(NC(=S)Nc1ccccn1)c1ccco1
    -1%, 22%, 2%, ?, -34%, 1, 9%, ?, -7%
[6] CCCc1nnc(NC(=O)c2ccncc2)s1
    1%, 35%, 6%, -5%, -7%, 6, 0%, 2%[57.4 µM], ?
[7] CCc1ccc(/C(C)=N/Nc2cc(Cl)nc(C)n2)cc1
    -2%, 42%[activator], -1%, 5%, ?, 7, -1%, -20%, 27%[12.7 µM]
[8] NC(=O)CC(NC(=O)Cc1cccc2ccccc12)c1ccc(NC2CCC2)c([N+](=O)[O-])c1 (configuration not stated)
    -1%, 30%, -13%, -13%, -13%, 3, 0%, ?, ?
[9] O=C(NNc1ccccc1[N+](=O)[O-])Nc1ccccc1
    4%, 6%, ?, -23%, -20%, -8, 1%, -28%, ?
[10] CNC(=O)Nc1ccc(S(N)(=O)=O)cc1
    3%, -5%, 1%, -6%, 21%, 6, 3%, -69%, -4%[2.33 µM]
[11] Cc1ccc(CSC2=Nc3ccccc3C3=NC(CCC(=O)NCc4ccco4)C(=O)N23)cc1 (configuration not stated)
    -4%, ?, ?, -32%, -41%, 3, -4%, ?, ?
[12] Cc1ccc(/C(O)=C/C(=O)C(=O)NNC(=O)C(O)(c2ccccc2)c2ccccc2)cc1
    nt, 13%, 50µM*, ?, 28%, -1, 12%, ?, -10%[59 µM]
[13] COc1cccc(NC(=S)N(CCN(C)C)C(C)c2ccco2)c1 (configuration not stated)
    1%, 7%, -24%, -23%, 0%, 1, 22%, -15%, -33%[59 µM]
[14] N#Cc1ccccc1CN1C(=O)NC(Cc2c[nH]c3ccccc23)C1=O (configuration not stated)
    4%, 27%, -13%, 0%, -7%, -1, -19%, 0%, -2%
[15] CC(C)CCN1C(N(C)C)=NC[C@@H]1C
    -5%, 45%[activator], 0%, -13%, -4%, -4, -3%, ?, 1%[2.33 µM]
[16] Cc1cccc(N2C(=O)CN(Cc3ccccc3)C2=S)c1
    2%, 20%, -3%, -3%, -6%, 0, 13%, ?, 21%
[17] O=C(COc1ccc2ccccc2c1)NNC(=O)Nc1ccc(F)cc1F
    -3%, 16%, -7%, -29%, 5%, -2, 9%, i, -14%
[18] Cc1c(C(=O)NCc2ccccc2Cl)sc2nc[nH]c(=O)c12
    -4%, 24%[57 µM], 3%, -2%, -7%, 1, -8%, -13%, 0%[59 µM]
[19] CCCOc1ccc(CCC(=O)N/N=C/c2ccco2)cc1
    -2%, 14%, -12%, -9%, -6%, 1, 0%, 440%[activator], nt
[20] O=C(NCCc1ccccc1)c1ccc(Cl)c([N+](=O)[O-])c1
    4%, 27%, -17%, -22%, 0%, 2, -1%, -3%, -9%[0.501 µM]
[21] COc1ccccc1C(=O)NC(=O)COC(=O)CCS(=O)(=O)c1ccc(C)cc1
    1%, 27%, 8%, 0%, 14%, 3, 6%, ?, 4%
[22] CCCCC(=O)Nc1ccc(N2CCCC2)cc1
    0%, -10%, nt, ?, -35%, 3, 5%, ?, nt
[23] CC(C)(C)c1ccc(C(=O)Nc2nnc3n2CCS3)cc1
    0%, 24%[57 µM], 2%, -4%, 7%, -1, -7%, -1%, 53%[activator][59 µM]
[24] O=C1c2cccc(OCC(=O)N3CCCc4ccccc43)c2CCN1Cc1cccnc1
    5%, 36%, nt, -14%, 2%, 4, 10%, 6%, -26%
[25] COc1ccc(C(=O)c2sc3nc(-c4ccccc4)ccc3c2N)cc1OC
    -4%, 35%, -24%, -35%, ?, 7, 0%, 1%, ?
[26] Cc1cc(-c2nc(C)c(C(=O)NN)s2)no1
    10%, 38%, -19%, -6%, 7%, -3, ?, 27%, 11%
[27] O=C(CSC1=Nc2ccccc2C2=NC(CC(=O)NCc3ccco3)C(=O)N12)NCC1CCCO1 (configuration not stated)
    0%, 25%, -33%, -13%, -15%, 4, ?, 0%, ?
[28] CCOC(=O)/C(C#N)=C/Nc1ccsc1C(=O)OC
    1%, 21%, -1%, -10%, 22%, 3, -1%, 6%, -27%
[29] COC(=O)c1ccc(Cl)cc1NC(=O)N1CCC(CN2CCCC2)CC1
    -2%, 5%, -2%, -19%, -19%, -1, -1%, -18%, ?
[30] Cc1cc(C(F)F)n2nc(C(=O)Nc3ccc(S(=O)(=O)N4CCCCCC4)cc3)nc2n1
    0%, 34%, nt, -14%, -15%, -1, -5%, 274%[activator], nt
[31] COc1cccc(N2CCN(C(=O)CCS(=O)(=O)c3ccc4c(c3)oc(=O)n4C)CC2)c1
    -9%&0%, 30%&42%, -2%[57.1 µM], -24%&-23%, 20%[11.4 µM], 4&-14, 16%&14%, 2%&-12%, -13%[0.0925 µM]
[32] Cc1ccc(CN2CCNC(=O)C2CC(=O)N2CCN(c3ncccn3)CC2)o1 (configuration not stated)
    14%, -8%, -4%, -6%, 11%, -9, 2%, 124%[activator], 1%
[33] O=C(NCC(=O)N(Cc1cccs1)C(C(=O)NC1CCCCC1)c1ccco1)c1cccs1 (configuration not stated)
    -1%, 29%, -5%, ?, 4%, -1, -9%, -10%, -10%[59 µM]
[34] O=C(CSc1nnc(-c2ccco2)n1Cc1ccccc1)NCc1ccccc1
    1%, 12%, 5%, -12%, -10%, 2, 7%, 8%, 6%[59 µM]
[35] COc1ccc(OCCN2CCN(S(=O)(=O)c3ccccc3C(F)(F)F)CC2)cc1
    nt, 20%, -11%, -22%, -15%, 2, 6%, 254%[activator], -12%[12.7 µM]
[36] Cc1ccc(CSCC(=O)Nc2ccc(F)cc2)cc1
    -9%, 61%[activator], 6%, 11%, -32%, -1, -5%, -23%, 4%[59 µM]
[37] Cc1ccc(C)n1-c1ncc(Br)cn1
    -10%, 11%, -36%, -19%, -3%, 0, 6%, -4%, -32%
[38] COc1ccc(C(=O)NC2CC(=O)N(c3ccc4c(c3)OCCO4)C2)cc1 (configuration not stated)
    2%, 10%, 2%, 8%, -12%, -1, 8%, -4%, 1%[59 µM]
[39] CC1CC(N(C(=O)c2ccccc2Cl)c2ccccc2)c2ccccc2N1 (configuration not stated)
    1%, 20%, -35%, -19%[11.4 µM], -10%[11.4 µM], -2, 4%, 0%, 17%[2.33 µM]
[40] CC(=O)Nc1cccc(C(=O)N2CCN(S(=O)(=O)c3ccc4ccccc4c3)CC2)c1
    -5%, 26%, -3%, -1%, 1%, 3, -14%, -15%, -4%

Entries of single compounds from above. Order of values: ERG-DNA inh	HP1b chromo inh	BAZ2B block	JMJD2A Tudor	RGS4 inhibitor	PI4K2A block	GLS inhibitor	12-LOX inh	G9a inh
Shown for Cc1ccc(CSCC(=O)Nc2ccc(F)cc2)cc1 : -9%	61%[activator]	6%	11%	-32%	-1	-5%	-23%	4%[59 µM]
Shown for COc1cccc(N2CCN(C(=O)CCS(=O)(=O)c3ccc4c(c3)oc(=O)n4C)CC2)c1 : -9%&0%	30%&42%	-2%[57.1 µM]	-24%&-23%	20%[11.4 µM]	4&-14	16%&14%	2%&-12%	-13%[0.0925 µM]
Shown for COc1ccc(C(=O)NC2CC(=O)N(c3ccc4c(c3)OCCO4)C2)cc1 (configuration not stated) : 2%	10%	2%	8%	-12%	-1	8%	-4%	1%[59 µM]
Shown for COc1ccc(OCCN2CCN(S(=O)(=O)c3ccccc3C(F)(F)F)CC2)cc1 : nt	20%	-11%	-22%	-15%	2	6%	254%[activator]	-12%[12.7 µM]
Shown for O=C1c2cccc(OCC(=O)N3CCCc4ccccc43)c2CCN1Cc1cccnc1 : 5%	36%	nt	-14%	2%	4	10%	6%	-26%

The listing continues:
item | Molecule | ERG-DNA inh | HP1b chromo inh | BAZ2B block | JMJD2A Tudor | RGS4 inhibitor | PI4K2A block | GLS inhibitor | 12-LOX inh | G9a inh
41 | COc1cc(/C=N/N2CCN(Cc3ccc(Cl)cc3)CC2)cc(Br)c1O | 5% | -21% | 50µM* | 45µM* | -20% | -2 | 5% | ? | 2%[0.501 µM]
42 | COc1ccc(OC)c(C(=O)c2ccc(Cl)cc2)c1 | 9% | 37% | 26% | 18% | 3% | 1 | 3% | 0% | 144%[activator]
43 | Cc1c(N=C2N=C(NC(=O)c3cccs3)c3ccccc32)c(=O)n(-c2ccccc2)n1C | 6% | -17% | ? | ? | -8% | -1 | 6% | -3% | ?
44 | CC(C)N1C(=O)CC(Nc2ccc(N3CCOCC3)cc2)C1=O (configuration not stated) | 11% | 2% | -6% | -27% | -8% | 5 | 3% | -29% | ?
